Tau ThT inhib – qHTS for Inhibitors of Tau Fibril Formation, Thioflavin T Binding; recombinant tau K18 P301L, heparin-induced fibrillization, ThT fluorescence; actives 2.1% (n = 270,000); AID 1460, 2008; Microtubule-associated protein tau (Homo sapiens), P10636; Potency, µM (top dose mostly 57.4 µM), inactives show top-dose activity, negative = inhibition, actives largely listed as inhibitors; also: % is scaled to controls: 0 for no effect and ±100 for the full control effect; nearly all actives have a fitted effect of over 55% in size
Target sequence (P10636 561-689 P618L limits assumed): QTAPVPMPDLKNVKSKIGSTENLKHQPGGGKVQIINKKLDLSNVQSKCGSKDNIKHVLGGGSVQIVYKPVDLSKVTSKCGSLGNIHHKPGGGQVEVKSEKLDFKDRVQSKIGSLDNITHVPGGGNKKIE
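Heparin-induced fibrillization of the P301L-mutant K18 repeat-domain fragment of human tau was followed by ThT binding in quantitative high-throughput format.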
GAA glycogen – qHTS Assay for Inhibitors and Activators of Human alpha-Glucosidase Cleavage of Glycogen. Lysosomal alpha-glucosidase (Homo sapiens), P10253. recombinant GAA, glycogen substrate, Amplex Red glucose oxidase fluorescence. Potency, µM (doses to about 76.4 µM), for inactives: top-dose activity change, negative = inhibition, hits mostly inhibitors. actives 0.38% (n = 300,000);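 also: 0% = full enzyme reaction and -100% = no-enzyme basal signal; the screen sought inhibitors and activators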
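Recombinant enzyme (4 nM final) with compounds titrated up to 77 uM and bovine liver glycogen (30 ug) in citrate pH 5.0, 0.01% Tween-20, 37 C 40 min. Released glucose detected by Amplex Red/glucose oxidase (Ex 573/Em 610); AC50 from Hill fits.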
GAA spleen mod – qHTS Assay for Inhibitors and Activators of Human alpha-Glucosidase From Spleen Homogenate; Lysosomal alpha-glucosidase (Homo sapiens), P10253; human spleen homogenate, 4-MU-alpha-glucoside fluorescence; Potency, µM (series often up to 79.9 µM), inactives show at the highest dose activity change, negative = inhibition, most hits filed as inhibitors; actives 0.006% (n = 240,000); AID 2112, 2009;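 also: 0% = enzyme with vehicle and -100% = no enzyme basal signal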
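Enzyme source: human spleen homogenate, 1 ug/well. Buffer 50 mM citric acid/K phosphate pH 5.0, 0.01% Tween-20. 4-MU-alpha-glucoside 1 mM; 37 C x 40 min; NaOH/glycine stop; fluorescence.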
HTT ATP protect – qHTS Multiplex Assay to Identify Dual Action Probes in a Cell Model of Huntington: Cytoprotection (ATP) | PC12 HTT-Q103 induced, cytoprotection, ATP luminescence, 40 h | Potency, µM (highest dose often 56.4 µM), without a hit: cytoprotection (ATP increase), most hits filed as activators | actives 0.14% (n = 230,000);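 also: % of control where 0% means no effect; nearly all actives have a fitted effect of over 45% in size; toxic huntingtin expression switched on by the ecdysone agonist tebufenozide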
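Readout: ATPlite luminescence (ATP level). Model: stable PC12, inducible Htt exon1 Q103-GFP. Inducer: tebufenozide, 100 nM final. Compounds: dose series. No G418 in medium.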
Tau fluor cs – Counterscreen qHTS for Inhibitors of Tau Fibril Formation, Fluorescence Polarization. tau K18 P301L (four-repeat tau fragment) Alexa594 fluorescence, heparin fibrillization. Potency, µM (titrated, usually from 57.7 µM), for the others: at the top dose activity change, negative = decrease. actives 0.93% (n = 280,000); also: % is scaled to controls: 0 for no effect and ±100 for the full control effect; nearly all actives have a fitted effect of over 55% in size
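Human K18 P301L tau (15 uM unlabeled plus 0.24 uM Alexa 594-labeled, final) in 100 mM sodium acetate pH 7 was mixed with compound and 20 uM heparin and incubated 6 hr at 37 C.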
Tau FP inhib – qHTS for Inhibitors of Tau Fibril Formation, Fluorescence Polarization. Microtubule-associated protein tau (Homo sapiens), P10636. K18 P301L tau heparin fibrillization, Alexa594 FP, 6 h. Potency, µM (highest dose often 57.7 µM), for the others: at the top dose activity, negative = inhibition, most hits filed as inhibitors. actives 0.39% (n = 280,000). AID 1468, 2008; also: % is scaled to controls: 0 for no effect and ±100 for the full control effect; nearly all actives have a fitted effect of over 55% in size
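Quantitative HTS format: compounds meet 15 uM recombinant K18 P301L tau and Alexa 594-tau tracer in 100 mM sodium acetate pH 7; 20 uM heparin triggers fibrillization at 37 C over 6 hr; FP gives the signal.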
GAA inh – qHTS Assay for Inhibitors of Human alpha-Glucosidase as a Potential Chaperone Treatment of Pompe Disease; Potency, µM (titrated, usually from 76.9 µM), for the others: at the top dose activity change, negative = inhibition, most hits filed as inhibitors; purified human GAA, 4-MU-alpha-glucoside fluorescence; AID 1466, 2008; actives 0.005% (n = 200,000);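 also: plate controls were uninhibited enzyme wells for no effect and no-enzyme background for full effect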
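qHTS format, compound range up to 77 uM. Human lysosomal enzyme at 4 nM, 400 uM 4-MU glucoside substrate, pH 5.0, 20 min room temperature; fluorescence after alkaline stop gives activity normalized to controls.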
aGal spleen mod – qHTS Assay for Inhibitors and Activators of Human alpha-Galactosidase From Spleen Homogenate. human spleen homogenate, 4MU-alpha-Gal fluorescence, 40 min. actives 0.008% (n = 240,000). Alpha-galactosidase A (Homo sapiens), P06280. Potency, µM (highest dose often 80 µM), inactives show at the top dose activity change, negative = inhibition, hits mostly inhibitors;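 also: 0% = enzyme with vehicle and -100% = no enzyme basal signal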
Target sequence (P06280 32-429 limits assumed): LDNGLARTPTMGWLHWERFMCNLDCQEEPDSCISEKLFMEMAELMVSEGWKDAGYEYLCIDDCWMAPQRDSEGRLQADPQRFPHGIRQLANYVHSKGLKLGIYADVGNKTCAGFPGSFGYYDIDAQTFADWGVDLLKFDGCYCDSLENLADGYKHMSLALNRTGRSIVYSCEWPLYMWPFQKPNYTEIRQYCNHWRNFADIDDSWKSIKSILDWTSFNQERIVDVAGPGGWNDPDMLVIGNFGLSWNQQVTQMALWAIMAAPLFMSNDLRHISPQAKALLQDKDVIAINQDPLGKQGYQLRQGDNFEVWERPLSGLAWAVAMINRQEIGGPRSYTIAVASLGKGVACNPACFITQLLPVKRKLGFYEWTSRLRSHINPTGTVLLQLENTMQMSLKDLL
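Fluorogenic readout (Ex 365/Em 440 nm) of 4-methylumbelliferone released from 1 mM 4-MU-alpha-galactoside by spleen homogenate, 40 min at 37C, pH 5.0. Data normalized to no-enzyme and enzyme controls; Hill-equation AC50 from compound titrations.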
Active calls of the source: *; ? = inconclusive; . = no result given; & = joins results of further samples; [ ] = another dose, or the depositor's remark. Calls follow the shape of the dose curve; as a rule, active = well fitted curve in the direction sought with a large enough effect; inconclusive = small, poorly fitted or top-dose-only effect, or another doubt; inactive = no such curve, though single readings can be large; an effect the other way counts as inactive or inconclusive. Potency is read from the fitted curve at half-maximal effect.

Below each compound: Tau FP inhib	HTT ATP protect	GAA spleen mod	GAA glycogen	aGal spleen mod	GAA inh	Tau ThT inhib	Tau fluor cs
Cc1cc(Cl)c(S(=O)(=O)N2CCCC2)cc1OCC(=O)NC1CCCCC1
 : 2.0%	-2.0%	-1.4%	-3.2%	-0.9%	-5.3%	-5.5%	-5.5%
O=c1oc2ccccc2c(Nc2ccc(O)cc2)c1[N+](=O)[O-]
 : -12.0%	5.9%	-10.3%	3.55µM*	-2.4%	-6.8%	?	-14.3%
CCN(CC)CC#Cc1ccc(C)cc1
 : -10.1%	16.8%[10 µM]	3.5%	7.8%	-1.1%	.	1.1%	-3.7%
CCc1nnc(NC(=O)CSc2nnc(Cc3ccc(OC)cc3)o2)s1
 : -1.7%	2.6%	-5.0%	?	-8.5%	-9.8%	-3.8%	-3.9%
CN(C(=O)CSc1nc2ccc(NC(=O)CCc3ccccc3)cc2s1)c1ccccc1
 : -13.5%	.	.	-10.8%[76.3 µM]	.	.	-6.0%	?
CC(C)C12CN3CCN(CC(C3)/C1=N\NC(=O)Nc1ccccc1)C2
 : -5.6%	.	-5.7%	11.2%	-1.8%	3.5%	0.2%	-1.8%
Cc1nn(Cc2ccccc2Cl)c(C)c1C(=O)NCc1ccco1
 : -0.3%	-7.6%	5.5%	4.3%	3.0%	-1.5%	-4.6%	-4.3%
Cc1ccccc1OCC(O)CN1CCN(CC(O)COc2ccccc2C)CC1 (configuration not stated)
 : 0.0%	-7.6%	7.5%	-0.9%	7.3%	-5.1%	-9.8%	-0.9%
CC1(C)NC(C)(C)C(O)(C(N)=O)C1=O (configuration not stated)
 : 2.7%	25.1%	4.3%	4.8%	-2.3%	3.5%	-0.4%	2.6%
Cc1nn(C)c(C)c1NC(=O)c1cnn2c(C(F)F)cc(-c3ccccc3)nc12
 : 1.9%	-8.6%[10 µM]	-20.3%	-6.5%	3.5%	12.0%	10.2%	12.0%
CC1SCC(NC(=O)c2ccc(Cl)cc2)CS1 (configuration not stated)
 : 2.5%	23.8%[10 µM]	2.1%	4.9%	5.3%	.	-12.1%	-11.6%
C1=C(c2ccccc2)Nc2nnnn2C1c1cccs1 (configuration not stated)
 : -2.8%	-8.2%	-8.0%	-0.3%	-11.6%	0.6%	-6.2%	-7.4%
CCc1ccccc1NC(=O)CSc1nc(C)c(C(=O)Nc2ccccc2)c(-c2ccc(Cl)cc2)c1C#N
 : ?	.	.	-2.6%[76.3 µM]	.	.	-12.7%	-26.8%
Clc1ccc(-c2ccnc(-n3cccc3)n2)s1
 : ?	-6.3%[10 µM]	4.7%	-4.9%	7.3%	4.1%	-7.7%	-27.9%
CCc1ccc(NCc2cc3c(C)nn(-c4ccccc4)c3[nH]c2=O)cc1
 : 7.9%	-22.7%	-0.7%	-0.9%	-2.6%	7.5%	?	?
CC1CCN(CCc2nc3cc(NC(=O)NC4CCCCC4)ccc3n2C)CC1
 : -6.2%	17.8%	-3.4%	1.9%	0.9%	-0.3%	-0.2%	-6.3%
CC(C)Oc1ccc(S(=O)(=O)N(C(C)C)C(C)C)cn1
 : 2.9%	-1.4%[1.9 µM]	-3.5%	3.3%	0.7%	-6.4%	-2.6%	-0.8%
CCSc1nnc(NC(=O)c2ccc(Br)s2)s1
 : 2.1%	-10.6%	-10.1%	4.3%	-12.7%	-4.8%	-10.6%	-1.3%
CCOc1ccc(CNC2CCCc3ccccc32)cc1 (configuration not stated)
 : -3.3%	?	3.8%	-2.3%	2.8%	-1.6%	1.5%	6.0%
COC(=O)c1ccccc1NC(=O)CN1CCN(C23CC4CC(CC(C4)C2)C3)CC1
 : -3.2%	-17.0%	-0.1%	1.2%	1.6%	-0.2%	-11.3%	-4.9%
COC(=O)c1ccc(-n2cnc(Cl)n2)c(F)c1
 : -10.9%	-25.1%	-0.9%	4.7%	-8.4%	-23.3%	7.2%	4.3%
CCOC(=O)C1=C(O)/C(=C/N(C)C)N=C1C
 : -1.3%	-8.4%	-0.8%	22.7%	-6.1%	-4.6%	?	-3.9%
COc1cccc(NC(=O)CCP(C)(=O)O)c1
 : -4.7%	7.2%	1.6%	-4.8%	6.3%	?	5.0%	2.5%
CCOC(=O)N1CCN(C(=O)c2ccc(NC(C)=O)cc2)CC1
 : 4.4%	20.9%	1.9%	2.1%	-2.0%	3.3%	4.8%	0.2%
C=CCc1cc(C)ccc1OCCOCCC(C(=O)OCC)C(=O)OCC
 : 0.2%	15.6%[10 µM]	2.3%	2.5%	11.7%	6.2%	0.4%	-2.5%
COc1cccc(/C=C2\SC(=O)N(CCC(=O)NNC(=O)c3ccccc3Cl)C2=O)c1
 : -4.2%	8.4%[10 µM]	1.9%	12.9%	4.0%	?	-7.4%	1.2%
COc1ccc(CC(=O)n2nc(-c3ccccc3)nc2NCc2ccco2)cc1
 : -6.6%	9.7%[10 µM]	-0.2%	-4.1%	3.5%	-5.8%	-18.2%	-25.7%
c1ccc(C(c2ccccc2)c2noc(CN3CCN(C4CCCC4)CC3)n2)cc1
 : -5.0%	10.1%[10 µM]	-2.2%	0.6%	-5.1%	-1.2%	-11.3%	-15.9%
Cc1cccc(NC(=O)CN2C(=O)CC(c3ccccc3)Sc3ccccc32)c1 (configuration not stated)
 : -4.8%	.	.	-8.0%[76.3 µM]	.	.	-2.7%	-23.4%
CCN(CC)CCn1c(N)nc2ccccc21
 : 4.8%	-5.6%[10 µM]	-0.5%	4.9%	-3.1%	.	.	-6.0%
CCCCN(C)CCCNC(=O)c1cccc(N2CCCC2=O)c1
 : -8.4%	18.5%	-8.1%	-2.3%	-4.1%	-0.1%	-4.2%	-8.0%
Clc1ccc(Cl)c(-c2nn3c(COc4ccccc4)nnc3s2)c1
 : -14.7%	-6.0%[0.074 µM]	-13.4%	0.4%	-7.6%	3.5%	?	4.3%
CCOc1ccc(NC(=O)c2ccncc2)cc1
 : 4.6%	-21.3%	-26.6%	2.8%	-11.1%	0.3%	-5.3%	1.8%
CC1C(=O)Nc2ccccc2N1C(=O)C1CC1 (configuration not stated)
 : -5.0%	-8.0%	-3.1%	-0.1%	-3.5%	2.0%	-12.0%	-16.1%
NS(=O)(=O)c1ccc(NC(=S)Nc2ccc(OCc3ccccc3)cc2)cc1
 : -14.9%	-18.6%	1.7%	-1.6%	4.4%	5.8%	-1.6%	-4.5%
Cc1cccc(-c2noc(Cc3ccccc3)n2)c1
 : -7.5%	-10.8%	0.9%	8.5%	11.9%	4.5%	-13.1%	-19.4%
Cc1cccc(NC(=O)CCC(=O)N/N=C/c2ccco2)c1C
 : 0.7%	.	2.7%	0.0%	2.1%	-0.7%	2.6%	2.5%
CCOc1ccc(-n2c(Cc3ccccc3)nnc2SCc2nc(-c3cccs3)no2)cc1
 : 8.8%	.	.	-8.7%[76.3 µM]	.	.	-16.5%	-22.8%
O=C(CCSc1ccccc1)Nc1nc2c(s1)CCCC2
 : ?	-12.9%	-2.5%	2.1%	5.9%	-9.8%	?	?
COc1cc(OC)cc(C(=O)N2CCN(Cc3ccccc3[N+](=O)[O-])CC2)c1
 : -3.4%	-13.1%[10 µM]	5.3%	-1.4%	1.2%	-12.4%	-14.9%	-8.3%
COc1ccc(-n2nc(C(=O)Nc3ccc(Cl)cn3)c3c4ccccc4n(C)c3c2=O)cc1
 : -5.3%	.	.	13.2%[76.3 µM]	.	.	0.1%	-3.3%
Cc1cccc(NC(=S)N2CCN(c3cc(C)ccc3C)CC2)c1
 : -1.6%	-2.2%[0.074 µM]	-1.1%	3.1%	-6.6%	-1.4%	-1.7%	-12.5%
C=CC(=O)N1C/C=C\C(c2ccc(OC)cc2)N(Cc2ccc(F)cc2)C(=O)C1 (configuration not stated)
 : 2.6%	-6.2%[10 µM]	-8.7%&-3.2%	2.7%	-2.0%&3.7%	.	-8.8%	-3.7%
O=C(Cc1cccc2ccccc12)Nc1ccc(-c2cc3ccccc3oc2=O)cc1
 : ?	-4.3%[10 µM]	6.1%	4.6%	?	?	-3.6%	?
O=C1CN(CC(=O)N2CCCCC2)c2ccccc2O1
 : ?	9.1%[0.074 µM]	-0.6%	?	2.3%	-4.4%	28.2µM*	?

Four entries drawn at random from the list so far:
Below each compound: Tau FP inhib	HTT ATP protect	GAA spleen mod	GAA glycogen	aGal spleen mod	GAA inh	Tau ThT inhib	Tau fluor cs
COc1ccc(-n2nc(C(=O)Nc3ccc(Cl)cn3)c3c4ccccc4n(C)c3c2=O)cc1
 : -5.3%	.	.	13.2%[76.3 µM]	.	.	0.1%	-3.3%
O=C(Cc1cccc2ccccc12)Nc1ccc(-c2cc3ccccc3oc2=O)cc1
 : ?	-4.3%[10 µM]	6.1%	4.6%	?	?	-3.6%	?
Cc1cccc(NC(=S)N2CCN(c3cc(C)ccc3C)CC2)c1
 : -1.6%	-2.2%[0.074 µM]	-1.1%	3.1%	-6.6%	-1.4%	-1.7%	-12.5%
O=C1CN(CC(=O)N2CCCCC2)c2ccccc2O1
 : ?	9.1%[0.074 µM]	-0.6%	?	2.3%	-4.4%	28.2µM*	?

High-throughput results: PubChem, National Center for Advancing Translational Sciences (NCATS)
